D1 ag: Allosteric Agonists of the Human D1 Dopamine Receptor: qHTS; HEK293 T-REx D1 cells, calcium flux, agonist mode; activation, % at 2 µM; 360,000 compounds, 1% hits; in the data active means activation above about 30%; further: 0% is about no effect
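Tetracycline-induced HEK293 TREx D1 cells, force-coupled to calcium signalling, were dye-loaded with a no-wash calcium kit. Compound was pin-added after a 10 s baseline. Fluorescence was read kinetically at 1 cycle/s for 180 s, with calcium rises flagged as agonism.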
D1 PAM: Potentiators of Human D1 Dopamine Receptor: qHTS; D(1A) dopamine receptor (Homo sapiens), P21728; HEK293 TREx D1 cells, calcium flux, dopamine EC20 potentiation; potentiation, % at 10 µM; 360,000 compounds, 0.036% hits; AID 504651, 2011; in the data active means potentiation above about 30%; further: 0% is about no effect
Vif-A3G inh: qHTS for Inhibitors of Vif-A3G Interactions: qHTS; AID 602310, 2012; Potency, µM (top dose mostly 46.1 µM), for the others: at the highest dose activity, negative = active, hits mostly inhibitors; HeLa A3G-eYFP + Vif (tagged APOBEC3G with the HIV-1 protein that degrades it), YFP fluorescence, overnight; 410,000 compounds, 0.076% hits;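 further: potency means the concentration at half of the fitted maximal effect; on the % scale 0 is the no-effect control and ±100 the full control effect; nearly all actives have a fitted effect of over 60% in size; hits raise eYFP signal because A3G escapes Vif-driven loss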
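HeLa cells stably expressing Vif and C-terminally eYFP-tagged A3G, seeded overnight at 37 deg C, then exposed to compound by pintool overnight at 37 deg C. Rise in yellow fluorescence (Ex 488/Em 500-530, Acumen) marks blocked Vif-driven A3G degradation.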
GRP78 ERSR act: qHTS for Inducers of the Endoplasmic Reticulum Stress Response (ERSR) in Human Glioma: qHTS. 420,000 compounds, 0.02% hits. U87-MG GRP78 promoter luciferase reporter, 16 h. AID 602332, 2012. Potency, µM, without a hit: at the top dose activation, actives largely listed as activators; further: potency means the concentration at half of the fitted maximal effect; series mostly up to about 76 µM; % of control where 0% means no effect; nearly all actives have a fitted effect of over 35% in size
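ERSR induction read as luciferase luminescence (Bright-Glo, 10 min at room temperature) in stably transfected human U87-MG glioma cells exposed to compounds for 16 h, using GRP78 as sensor.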
D1 antagonist: Antagonist of Human D 1 Dopamine Receptor: qHTS. activity change, negative = inhibition, % at 10 µM. D(1A) dopamine receptor (Homo sapiens), P21728. 360,000 compounds, 3.2% hits. AID 504652, 2011. HEK293 TREx D1 cells, calcium flux, dopamine EC80; stronger effect = lower value; in the data active means activity change below about -30%; further: on the % scale 0 is the no-effect control and ±100 the full control effect
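Antagonism measured as reduced calcium response to an EC80 dopamine addition following 180 s compound pre-read; cells were inducible HEK293 Trex D1 plated overnight at 30 C, read kinetically at 1 cycle/sec.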
Vif-APOBEC3F blk: qHTS for Inhibitors of Vif-A3F Interactions: qHTS; Potency, µM (doses to about 46.1 µM), without a hit: at the highest dose activity, negative = active; AID 602313, 2012; HeLa A3F-eYFP + Vif (tagged APOBEC3F with the HIV-1 protein that degrades it), YFP fluorescence increase; 390,000 compounds, 0.2% hits; further: potency means the concentration at half of the fitted maximal effect; % of control where 0% means no effect; nearly all actives have a fitted effect of over 65% in size
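HeLa cells stably expressing Vif plus C-terminally eYFP-tagged A3F were seeded, incubated overnight at 37 deg C, dosed with compound, incubated overnight again at 37 deg C. Yellow fluorescence (Ex 488/Em 500-530) reported blocked Vif-mediated A3F-eYFP degradation.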
D2 PAM: HTS Assay for Positive Allosteric Modulators of the Human D2 Dopamine Receptor: Primary Screen for Potentiators; HEK293 T-REx D2, calcium flux, EC20 dopamine potentiation; D(2) dopamine receptor (Homo sapiens), P14416; 340,000 compounds, 0.34% hits; potentiation, % at 10 µM; AID 485347, 2010;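 active means potentiation over 3 SD above the plate norm, cut at about 30% in these data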; further: 0% is about no effect
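Tetracycline-induced Hek293 Trex D2 cells, force-coupled to calcium, loaded with no-wash calcium dye. Compound added with 180 s kinetic read for agonism, then EC20 dopamine and a further 180 s read for potentiation.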
RXFP1 ag: qHTS Assay for Agonists of the Relaxin Receptor RXFP1. Relaxin receptor 1 (Homo sapiens), Q9HBX9. HEK293T-RXFP1 cAMP TR-FRET, 30 min; response scale: percent of porcine relaxin response, buffer zero. Potency, µM (highest dose often 57.5 µM), for the others: at the highest dose activation, actives largely listed as activators. 370,000 compounds, 0.3% hits; further: potency means the concentration at half of the fitted maximal effect; on the % scale 0 is the no-effect control and ±100 the full control effect; nearly all actives have a fitted effect of over 60% in size; many of its hits are not listed in these tables
Target sequence (Q9HBX9 whole entry, looked up): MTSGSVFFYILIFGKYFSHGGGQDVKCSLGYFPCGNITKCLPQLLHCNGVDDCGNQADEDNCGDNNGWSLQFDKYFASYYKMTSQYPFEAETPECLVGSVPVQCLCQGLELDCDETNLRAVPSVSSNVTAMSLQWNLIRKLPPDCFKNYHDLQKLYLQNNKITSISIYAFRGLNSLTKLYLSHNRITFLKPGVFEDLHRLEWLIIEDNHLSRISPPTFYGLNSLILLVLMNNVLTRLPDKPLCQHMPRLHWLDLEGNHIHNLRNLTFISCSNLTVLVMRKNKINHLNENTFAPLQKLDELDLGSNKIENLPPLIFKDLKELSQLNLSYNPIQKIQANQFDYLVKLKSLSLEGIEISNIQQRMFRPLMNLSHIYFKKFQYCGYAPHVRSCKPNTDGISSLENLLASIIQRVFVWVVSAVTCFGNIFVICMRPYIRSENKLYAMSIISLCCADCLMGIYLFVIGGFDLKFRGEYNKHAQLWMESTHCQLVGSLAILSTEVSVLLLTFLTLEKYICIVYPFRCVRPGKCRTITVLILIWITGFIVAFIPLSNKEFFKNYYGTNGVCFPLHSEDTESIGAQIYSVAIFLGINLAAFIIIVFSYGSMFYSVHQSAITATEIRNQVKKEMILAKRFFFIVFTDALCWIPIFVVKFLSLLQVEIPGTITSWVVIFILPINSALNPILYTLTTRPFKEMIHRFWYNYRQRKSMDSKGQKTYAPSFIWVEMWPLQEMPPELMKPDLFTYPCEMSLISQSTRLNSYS
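HEK293 cells stably expressing RXFP1, treated 30 min at 37C with compounds plus PDE4 inhibitor Ro 20174; cAMP measured by HTRF TR-FRET. Normalized to buffer and 29 nM porcine relaxin; EC50 by Hill fit.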
LDHA inh: qHTS assay for inhibitors of human lactate dehydrogenase. purified LDHA, NADH/diaphorase-resazurin fluorescence; stronger effect = lower value. activity change, % (values are at about 110 or 230 µM). 480,000 compounds, 0.15% hits; in the data active means activity change below about -30%; inconclusive means mostly about -25% to -30%;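 further: plate controls were DMSO wells for no effect and wells without enzyme for full effect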
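Remaining NADH was detected by diaphorase (0.133 mg/mL) converting 37 µM resazurin to fluorescent resorufin, read at 0 and 20 minutes. The preceding 5-minute room-temperature reaction used 2 nM LDHA, 0.2 mM sodium pyruvate and 0.06 mM NADH at pH 7.4.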
* hit, by the source's call; ? = inconclusive; nt = not tested or not shown; & = joins results of further samples. Unless noted, the call rests on the fitted dose curve; in most records, active means well fitted curve in the direction sought with a large enough effect; inconclusive means small, poorly fitted or top-dose-only effect, or another doubt; inactive means no such curve, though single readings can be large; an effect the other way counts as inactive or inconclusive. The list is partial (hit frequency here may not be typical).

SMILES	D1 ag	D1 PAM	Vif-A3G inh	GRP78 ERSR act	D1 antagonist	Vif-APOBEC3F blk	D2 PAM	RXFP1 ag	LDHA inh
C=CCn1c(SCC(=O)C(C)(C)C)nnc1-c1ccccn1	2	-6	-1%	-3%	29	-4%	nt	0.8%	0
CCOc1ccccc1CNS(=O)(=O)c1ccc2c(c1)oc(=O)n2C	2	-7	0%	-1%	-21	-11%	-7	1.4%	-2
Cc1ccc(S(=O)(=O)c2nnn3c2nc(N(C)Cc2ccccc2)c2cc(Cl)ccc23)cc1C	5	-1	1%	-3%	-3	3%	-5	?	0
O=C(N/N=C/c1cn(Cc2ccccc2)c2ccccc12)c1ccncc1	2	-4	-8%	1%	4	9%	-4	1.4%	0
COc1cccc(-n2c(SCC(=O)NCC3CCCO3)nc3c([nH]c4ccccc43)c2=O)c1 (stereo not drawn)	-1	-4	-5%	-5%	2	2%	1	0.2%	0
C[C@H](NC(=O)c1cc2cc(Cl)ccc2n1C)C(=O)N1CCC(C(=O)O)CC1	3	-9	2%	-10%	7	6%	-4	-2.3%	-12
CC1CCCC(NC(=O)CSc2n[nH]c(=O)n2Cc2ccccc2)C1C (stereo not drawn)	nt	nt	1%	-1%	nt	?	nt	nt	-4
COc1ccc(NS(=O)(=O)c2ccc(N3CCCC3)c(N)c2)cc1	38*	-6	0%	0%	-6	-6%	-8	-0.9%	-4
COc1ccnc(Oc2ccc3ccccc3c2)c1C#N	13	-11	-2%	-1%	-2	1%	11	-0.8%	-9
O=C(NCCN1CCOCC1)C1CCC(=O)N1C1CCCCC1 (stereo not drawn)	-1	0	-1%	-3%	3	-12%	6	-0.1%	-3
CCOC(=O)C1C(=O)NC(SC)=C(C#N)C1c1ccccc1F (stereo not drawn)	4	26	1%	-3%	7	0%	16	1.4%	-5
COc1ccc([C@@H]2CC=C(C(=O)O)[C@H](c3ccc(F)cc3)N2S(=O)(=O)c2ccc(C)cc2)cc1OC	4	-3	2%	-5%	1	-3%	0	-0.8%	-3
CCNc1nc(NC#N)nc(SCC(=O)OCC)n1	2	-15	3%	-5%	-19	-4%	14	1.6%	-4
COc1cccc(Oc2coc3cc(OC(=O)N4CCOCC4)ccc3c2=O)c1	6	-1	-1%	-1%	-10	-2%	0	4.9%	-8
Cc1c(N(C)S(=O)(=O)c2cc(C(=O)Nc3ccccn3)ccc2Cl)c(=O)n(-c2ccccc2)n1C	8	-2	0%	2%	2	2%	-3	1.6%	1
CCCNC(=O)C(=O)N/N=C/c1cccs1	0	0	1%	1%	-5	4%	-5	-1.7%	3
O=C(O)c1ccccc1Oc1ccc(Oc2ccccc2)cc1	1	-3	0%	-4%	0	-12%	5	0.3%	-7
Cc1cc(-c2ccc(C)c(S(=O)(=O)NC(C)Cc3ccco3)c2)on1 (stereo not drawn)	3	1	-1%	0%	10	2%	-12	0.0%	-15
Cc1nc2c(-c3ccc(Cl)cc3)c(C)[nH]n2c(=O)c1Cc1ccccc1	3	1	3%	-2%	-23	17%	-40	3.3%	-8
COc1ccc(N(CC(=O)NCc2ccccc2OC)S(=O)(=O)c2c(C)nn(C)c2C)cc1	0	-1	2%	-1%	-25	-9%	nt	0.0%	-2
N#CC1=C(N)Nc2nc3ccccc3n2C1c1ccc(Cl)cc1 (stereo not drawn)	5	-3	-4%	3%	11	-7%	0	0.5%	-13
COc1cc(OC)cc(C(=O)N2CCN(S(=O)(=O)c3ccc4c(c3)OCCO4)CC2)c1	nt	nt	-3%	-4%	nt	-1%	nt	nt	-6
COc1ccc(-c2cc3nc(-c4ccccc4)cc(N4CCC(O)CC4)n3n2)cc1	4	3	-7%	-7%	-19	0%	-6	15%	-4
Cc1ccc(NC(=O)c2ccc(Cl)c(S(=O)(=O)NCc3ccco3)c2)c(O)c1	nt	nt	2%	-1%	nt	7%	nt	nt	11
CCCCC(=O)Nc1cccc(NC(=S)NC(=O)Cc2ccccc2)c1	2	-2	1%	-4%	-22	5%	nt	6.9%	-9
CCCCn1c(CN2CCN(C(=O)OCC)CC2)nc2c1c(=O)n(C)c(=O)n2C	1	-1	1%	-4%	31	12%	-10	0.1%	4
O=C(OC(C(=O)Nc1ccc(Cl)c(C(F)(F)F)c1)c1ccccc1)C1=COCCO1 (stereo not drawn)	7	16	-15%	-2%	7	-3%	-7	4.2%	0
Nc1ccc(-c2nnn(Cc3ccccc3F)n2)cc1	6	-3	-1%	2%	1	0%	21	1.7%	-7
COc1ccc([N+](=O)[O-])cc1NC(=O)C(C)OC(=O)c1ccccc1C(=O)c1ccc(Cl)cc1 (stereo not drawn)	0	-8	0%	-4%	0	7%	2	1.7%	-5
COCCn1nnnc1CN(CCc1ccc(OC)c(OC)c1)Cc1cc2ccc(C)cc2[nH]c1=O	1	-7	-6%	2%	1	3%	24	-0.1%	5
COc1cc(CNn2cnnc2)ccc1OCC(=O)NC(C)(C)C	2	-4	1%	-1%	-79*	4%	5	1.3%	1
Nc1cc(N)cc(C(=O)OCC(=O)Nc2cc(S(=O)(=O)N3CCCCC3)ccc2Cl)c1	5	-5	2%	-3%	3	6%	3	2.4%	-6
O=C(O)Cc1ccc(NS(=O)(=O)c2ccc3ccccc3c2)cc1	5	4	4%	-4%	0	-1%	10	-0.8%	-1
O=C(c1ccc(-c2ccccc2)c(F)c1)C1CCCN(CCCn2cccn2)C1 (stereo not drawn)	17	8	0%	-2%	-15	2%	-11	-3.8%	0
O=C(CSc1nnc(NC(=O)C2CC2)s1)Nc1ccc2c(c1)OCCO2	0	-7	-4%	1%	18	3%	13	2.2%	-4
O=C(NC1CCCCCCC1)c1cccnc1	1	-1	0%	7%	-3	12%	-2	-1.5%	-7
O=C(c1ccccc1-c1nc2ccccc2[nH]1)N1CCCCC1	6	-1	-3%	2%	5	-9%	-9	1.4%	-4
COC1C(CO)OC(n2c3c(Cl)cccc3c3c4c(c5c6cccc(Cl)c6[nH]c5c32)C(=O)NC4=O)C(O)C1O (stereo not drawn)	nt	nt	?	10%	nt	?	nt	nt	3
COc1ccccc1NC(=O)c1ccc2nsnc2c1	0	2	1%	-3%	4	17%	-9	-0.6%	-9
COC(=O)COc1cc(OCC(=O)OC)c2c(C)c(Cl)c(=O)oc2c1	3	-5	1%	13%	-9	-11%	0	17%	-8
CC(C)NC(=O)N(C)C[C@H]1Oc2cc(C#Cc3ccc(F)cc3)ccc2S(=O)(=O)N([C@H](C)CO)C[C@H]1C	nt	nt	-1%	-3%	nt	-1%	nt	nt	3
Cc1cc(Br)ccc1OCC(=O)NNC(=O)Cc1ccccc1	0	-3	3%	-1%	-10	2%	-24	0.7%	0
Cc1ccc(NCc2cccn2-c2nnc(N3CCCCCC3)s2)cc1	1	9	-2%	-2%	10	0%	7	0.6%	1
O=C(C[C@H]1C[C@H](C(=O)N2CCOCC2)[C@@]2(CCC3CCCC3)c3[nH]c4cc(-c5ccco5)ccc4c3CCN2C1=O)NCCc1ccccn1	nt	nt	-26%	0%	nt	?	nt	nt	1
CN(Cc1ccccc1)C(=O)COc1ccccc1Cl	0	0	-2%	1%	-2	9%	15	5.8%	0
Cc1ccc(-c2ccc(/C=N/NC(=O)CN3CCCC3)o2)cc1Cl	0	-1	0%	-5%	1	-5%	-3	0.3%	-5
Cc1ccc(NC(=O)c2c(-c3ccccc3)noc2C)nc1	2	1	-14%	-4%	-14	6%	7	-1.4%	-6
COc1ccc(NC(=O)c2ccc(Cl)c(S(=O)(=O)N3CCc4ccccc4C3)c2)cn1	12	-6	6%	-5%	9	0%	nt	-0.4%	13
Cc1cc(NC(=O)C2CC(=O)N(c3ccc(Cl)cc3)C2)no1 (stereo not drawn)	2	-15	1%	0%	-13	10%	nt	4.1%	-7
OC1Cc2ccccc2C1Nc1cccc(C(F)(F)F)c1 (stereo not drawn)	nt	nt	-2%	-1%	nt	-8%	nt	nt	3
The listing continues.
SMILES	D1 ag	D1 PAM	Vif-A3G inh	GRP78 ERSR act	D1 antagonist	Vif-APOBEC3F blk	D2 PAM	RXFP1 ag	LDHA inh
C=CCn1c(CCNC(=O)C(C)(C)C)nc2ccccc21	2	-5	2%	-3%	7	-14%	-7	0.0%	-1
CCn1nnc2cc(C(=O)Nc3ccc(C(=O)OC(C)C)cc3)ccc21	nt	nt	3%	-4%	nt	-4%	nt	nt	0
O=C1CSC(=S)N1/N=C/c1cccnc1	1	-2	-1%	-4%	-7	2%	1	-0.1%	4
O=C1CSCC(=O)N1Cc1ccc(Cl)c(Cl)c1	3	-4	-1%	-2%	-8	-2%	0	-2.2%	-2
CC(C(c1ccc2c(c1)OCO2)c1c(N)n(C)c(=O)n(C)c1=O)[N+](=O)[O-] (stereo not drawn)	nt	nt	-18%	-9%	nt	2%	nt	nt	1
COc1ccc(NC(=O)c2ccc(-c3ccc(-c4noc(C)n4)cc3C)cc2)cc1N1CCN(C)CC1	14	-5	-24%&-18%	-14%&-6%&-10%&-4%	-57*	-5%	7	-1.0%	-19&4
CCC(=O)Nc1ccc(C(=O)NNC(=O)c2cccc(C)c2)cc1	1	0	-4%	-1%	-5	2%	0	-2.7%	1
CCN(C(=O)CN1C(=O)COc2ccc(S(=O)(=O)N3CCOCC3)cc21)c1cccc(C)c1	-1	0	-3%	-3%	-7	2%	1	2.7%	-16
